GPR55 beta-arrestin: GPR55 agonists via beta-arrestin recruitment, primary screen, imaging, U2OS cells, beta-arrestin-GFP redistribution (AID 1961); activation, % at 10 µM, or EC50 in µM where a hit was titrated; 290,000 tested, 0.048% active; U2OS GPR55 beta-arrestin-GFP redistribution imaging; higher % means a stronger effect;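 active means activation above 40% with more than 50 cells counted in the well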;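 further: U2OS osteosarcoma cells stably expressing GPR55 and beta-arrestin-GFP; plate controls were DMSO negative control for no effect and LPI positive control for full effect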
GPR55 LPI antagonism: inhibition of LPI-stimulated GPR55 beta-arrestin translocation – imaging, U2OS, beta-arrestin-GFP, LPI agonist, primary screen (AID 2013); U2OS GPR55 beta-arrestin-GFP translocation imaging, LPI antagonism; higher % means a stronger effect; one-dose inhibition, % at 10 µM; IC50 in µM for titrated hits; 290,000 tested, 0.13% active;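 active means spots per cell inhibited over 60%, with over 100 cells counted and total cytoplasm intensity under 500,000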;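 further: U2OS cells stably carrying GPR55 and arrestin-GFP stimulated by 5 µM LPI near EC80; imaged beta-arrestin-GFP aggregate spots per cell after agonist stimulation; plate controls were LPI-stimulated DMSO wells for no effect and DMSO wells without LPI for full effect; some results filed as inactive read as strong as hits; confirmed hits need IC50 under 10 µM and bright autofluorescent wells are also inconclusive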
Lipid droplet: hepatic lipid droplet formation modulation; AML12 mouse hepatocytes, oleate lipid droplets, BODIPY imaging; inhibition, % at 6.5 µM; 240,000 tested, 0.4% active;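 active means lipid droplet intensity inhibited by at least 50%, with more than 500 cells counted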
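Assay system: AML12 mouse liver cells | Compound: 6.5 µM single-point dosing | Schedule: Overnight exposure | Technique: Fluorescence imaging, 20x objective, two fields per well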
MgcRacGAP inhibition: MgcRacGAP GTPase-activating activity inhibitors, confirmation, biochemical, ADP Hunter fluorescence. MgcRacGAP-stimulated Rac1 GTP hydrolysis, ADP Hunter fluorescence; higher % means a stronger effect; GST-tagged Rac1 F28L mutant substrate. inhibition, % at 30 µM; hits with a dose series show IC50 in µM. 340,000 tested, 0.6% active;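 active means first-screen hits whose inhibition reached a set limit at any dose in the follow-up dose series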;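 further: fluorescence reports GDP produced by GAP-driven GTP hydrolysis; strong numbers were not always called active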
Large T inhibition: SV40 large T antigen inhibitors, biochemical (AID 1903); 310,000 tested, 0.39% active; SV40 large T antigen ATPase/helicase inhibition assay; higher % means a stronger effect; inhibition, % at 20 µM; hits with a dose series show IC50 in µM; in the data active means a potency from the dose series; further: strong numbers were not always called active
T cell HTS: T cell immune modulation candidate; 2C CD8+ T cell-vesicle binding, flow cytometry; active compounds read low; 330,000 tested, 0.068% active; calls only at 7 µM; AID 2052;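 active means response, share of CD8 T cells binding vesicles, and their 90th percentile fluorescence all below set limits, cut at about 80% in these data, passing the limit was not always enough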
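Assay system – 2C mouse CD8+ T cells · Also added – QL9-loaded Drosophila micro-vesicles · Timing – Cell–vesicle co-incubation 1.5 h at 37 °C, staining 20 min on ice · Signal – flow cytometry of vesicle-bound cells · Measure – percent CD8+ FL2 mean versus row control · Controls – Peptide-free naked vesicles (low) and QL9 vesicles with 0.7% DMSO vehicle (high)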
GPR35 arrestin U2OS: inhibition of zaprinast-stimulated GPR35 beta-arrestin translocation – imaging, U2OS, beta-arrestin-GFP, zaprinast agonist, primary screen (AID 2058). U2OS GPR35 beta-arrestin-GFP translocation imaging, zaprinast antagonism; higher % means a stronger effect. one-dose inhibition, % at 10 µM; IC50 in µM for titrated hits. 290,000 tested, 0.052% active;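 active means inhibition of at least 50% with at least 30 cells and total cytoplasm GFP at most 10,000,000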
NTR1 agonist: NTR1-driven beta-arrestin-GFP spot formation – imaging, U2OS cells, high content, primary screen (AID 493036). P30989. agonist mode. activation, % at 20 µM. 330,000 tested, 0.17% active;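 active means activation at or above 40% of the spot to cytoplasm intensity ratio, with at least 20 cells analyzed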;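 further: 0% = DMSO without peptide and 100% = 100 nM NTR1 peptide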
Target sequence (P30989 whole entry, looked up): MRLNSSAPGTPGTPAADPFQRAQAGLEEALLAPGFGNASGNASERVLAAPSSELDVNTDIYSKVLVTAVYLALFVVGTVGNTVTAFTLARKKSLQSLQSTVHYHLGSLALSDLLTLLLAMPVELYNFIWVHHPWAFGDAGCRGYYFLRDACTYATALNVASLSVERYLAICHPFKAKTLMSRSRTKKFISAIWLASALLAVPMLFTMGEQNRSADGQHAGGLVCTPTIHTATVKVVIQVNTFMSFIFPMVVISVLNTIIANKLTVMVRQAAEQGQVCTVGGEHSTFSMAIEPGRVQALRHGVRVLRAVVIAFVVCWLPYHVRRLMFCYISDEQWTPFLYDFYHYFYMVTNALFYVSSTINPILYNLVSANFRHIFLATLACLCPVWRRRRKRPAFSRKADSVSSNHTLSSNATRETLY
LYP inhibition: PTPN22 lymphoid phosphatase activity blockers – biochemical, fluorescence intensity, uHTS (AID 1779) | inhibition, % at 11.5 µM, or IC50 in µM where a hit was titrated | 290,000 tested, 0.054% active | recombinant LYP phosphatase, fluorescence intensity; higher % means a stronger effect; in the data active means inhibition above about 50%;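 further: plate controls were vehicle with enzyme for no effect and no enzyme for full effect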
Lipid droplet cells 6.5 µM: also measured in Lipid droplet; calls as there; cell count; measured here: cell count, cytotoxicity flag;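 cells counted across two imaged fields per well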
T cell HTS vesicle-bound %: recorded beside T cell HTS, whose call it bears; double positive events, %; measured here: CD8+ vesicle-bound cell fraction;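 binding gate set so that unloaded-vesicle control wells show 10% double positive cells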
NTR1 agonist cell count 20 µM: second read-out of NTR1 agonist, no call of its own (marks repeat the call); cell count; measured here: cell count, cytotoxicity flag
The depositor's hits bear a star.

For Cc1cc(S(=O)(=O)Nc2ccc(C(=O)NCC3(N(C)C)CCCCC3)cc2)ccc1F the results were MgcRacGAP inhibition 4%, Large T inhibition 5%, T cell HTS inactive, NTR1 agonist 0.7, T cell HTS vesicle-bound % 35 and NTR1 agonist cell count 20 µM 45.
For O=C(NC1CC1)C1=C[C@H](C2CCCCC2)C[C@H](OCc2ccc(CO)cc2)O1 the results were GPR55 beta-arrestin -0.2%, GPR55 LPI antagonism -3%, Lipid droplet -38, MgcRacGAP inhibition 14%, Large T inhibition 10%, GPR35 arrestin U2OS -9%, NTR1 agonist 9.6, LYP inhibition 5%, Lipid droplet cells 6.5 µM 715 and NTR1 agonist cell count 20 µM 86.
`CN(C)C(=S)Oc1ccccc1-c1ccccc1OC(=S)N(C)C` gave GPR55 beta-arrestin -0.1%, GPR55 LPI antagonism -5%, Lipid droplet -18, MgcRacGAP inhibition 11%, Large T inhibition 17%, T cell HTS inactive, GPR35 arrestin U2OS -3%, NTR1 agonist -3.0, LYP inhibition -10%, Lipid droplet cells 6.5 µM 784, T cell HTS vesicle-bound % 11 and NTR1 agonist cell count 20 µM 72.
Screening CC(=O)c1c(N2CCOCC2)nc2ccc(Br)cc2c1-c1ccccc1 returned GPR55 beta-arrestin 0.7%, GPR55 LPI antagonism 3%, Lipid droplet 0, Large T inhibition 17%, T cell HTS inactive, GPR35 arrestin U2OS 4%, NTR1 agonist 12, LYP inhibition 6%, Lipid droplet cells 6.5 µM 651, T cell HTS vesicle-bound % 49 and NTR1 agonist cell count 20 µM 45.
For CC(C)Cn1c(-c2csc(C(C)C)c2)n[nH]c1=S the results were GPR55 beta-arrestin -0.1%, GPR55 LPI antagonism -4%, Lipid droplet -10, Large T inhibition 9%, T cell HTS inactive, GPR35 arrestin U2OS -13%, NTR1 agonist 2.9, LYP inhibition -5%, Lipid droplet cells 6.5 µM 747, T cell HTS vesicle-bound % 16 and NTR1 agonist cell count 20 µM 52.
COc1ccc(/C=C2\OC(=S)N(C)C2=O)cc1 was read as GPR55 beta-arrestin 0.1%, GPR55 LPI antagonism 10%, Lipid droplet 10, MgcRacGAP inhibition 2%, Large T inhibition -1%, T cell HTS inactive, GPR35 arrestin U2OS 23%, NTR1 agonist 2.9, LYP inhibition -8%, Lipid droplet cells 6.5 µM 714, T cell HTS vesicle-bound % 34 and NTR1 agonist cell count 20 µM 37.
Screening Cc1c(-c2ccccc2)nc2ccccc2c1C(=O)OCC(=O)Nc1ncc(C(F)(F)F)cc1Cl returned GPR55 beta-arrestin 0.2%, GPR55 LPI antagonism 7%, Lipid droplet 26, MgcRacGAP inhibition 3%, Large T inhibition -7%, T cell HTS inactive, GPR35 arrestin U2OS 12%, NTR1 agonist 5.3, LYP inhibition 5%, Lipid droplet cells 6.5 µM 676, T cell HTS vesicle-bound % 29 and NTR1 agonist cell count 20 µM 47.
Cc1nnc(NC(=O)CSC2CCCCC2)s1 was read as GPR55 beta-arrestin -0.1%, GPR55 LPI antagonism -4%, Lipid droplet 34, MgcRacGAP inhibition 6%, Large T inhibition 1%, T cell HTS inactive, GPR35 arrestin U2OS -8%, NTR1 agonist 11, LYP inhibition 8%, Lipid droplet cells 6.5 µM 726, T cell HTS vesicle-bound % 26 and NTR1 agonist cell count 20 µM 56.
CCN(CC)S(=O)(=O)c1ccc(NC(=O)C(C)N(c2ccccc2)S(C)(=O)=O)cc1 (centres undefined) was read as GPR55 beta-arrestin -0.2%, GPR55 LPI antagonism 9%, Lipid droplet 12, MgcRacGAP inhibition -1%, Large T inhibition 0%, T cell HTS inactive, GPR35 arrestin U2OS -3%, NTR1 agonist 0.2, LYP inhibition -2%, Lipid droplet cells 6.5 µM 724, T cell HTS vesicle-bound % 17 and NTR1 agonist cell count 20 µM 50.
`CCOc1ccccc1N(C(=O)Nc1ccc(Cl)cc1)C1=NC(C)CS1` (centres undefined) gave GPR55 beta-arrestin -0.2%, GPR55 LPI antagonism 10%, Lipid droplet 22, MgcRacGAP inhibition -25%, Large T inhibition 12%, T cell HTS inactive, GPR35 arrestin U2OS 18%, NTR1 agonist 0.3, LYP inhibition -5%, Lipid droplet cells 6.5 µM 653, T cell HTS vesicle-bound % 39 and NTR1 agonist cell count 20 µM 69.
Screening C=CCn1c(C)cc(C(=O)Cn2ncc(Cl)c(Cl)c2=O)c1C returned GPR55 beta-arrestin -0.1%, GPR55 LPI antagonism 8%, Lipid droplet 10, MgcRacGAP inhibition 8%, Large T inhibition 9%, T cell HTS inactive, GPR35 arrestin U2OS 3%, LYP inhibition -2%, Lipid droplet cells 6.5 µM 619 and T cell HTS vesicle-bound % 39.
Screening C=CCNC(=O)C(=O)NCC1CCCN1CC (centres undefined) returned GPR55 beta-arrestin 0.3%, GPR55 LPI antagonism 23%, Lipid droplet 13, MgcRacGAP inhibition 0%, T cell HTS inactive, GPR35 arrestin U2OS 9%, NTR1 agonist 0.6, LYP inhibition -9%, Lipid droplet cells 6.5 µM 765, T cell HTS vesicle-bound % 28 and NTR1 agonist cell count 20 µM 54.
`COc1ccc2nc(N(CCN(C)C)C(=O)c3ccc4ccccc4c3)sc2c1` gave GPR55 beta-arrestin -0.2%, GPR55 LPI antagonism 0%, Lipid droplet -16, MgcRacGAP inhibition -13%, Large T inhibition 9%, T cell HTS inactive, GPR35 arrestin U2OS -9%, NTR1 agonist 0.9, LYP inhibition -5%, Lipid droplet cells 6.5 µM 645, T cell HTS vesicle-bound % 38 and NTR1 agonist cell count 20 µM 52.
Screening CCOC(=O)N1CCN(C(=O)COc2ccc(S(=O)(=O)Nc3ccc(OCC)cc3)cc2)CC1 returned GPR55 beta-arrestin 0.2%, GPR55 LPI antagonism -3%, Lipid droplet 4, MgcRacGAP inhibition 2%, Large T inhibition 6%, T cell HTS inactive, GPR35 arrestin U2OS 4%, NTR1 agonist -0.4, LYP inhibition -2%, Lipid droplet cells 6.5 µM 616, T cell HTS vesicle-bound % 37 and NTR1 agonist cell count 20 µM 55.
`O=C(NNC(=O)c1ccccc1Cl)c1ccccc1Cl` gave GPR55 beta-arrestin 0.2%, GPR55 LPI antagonism 9%, Lipid droplet 0, MgcRacGAP inhibition 1%, Large T inhibition 14%, T cell HTS inactive, GPR35 arrestin U2OS 64%, NTR1 agonist -1.1, LYP inhibition -9%, Lipid droplet cells 6.5 µM 749, T cell HTS vesicle-bound % 36 and NTR1 agonist cell count 20 µM 52.
CCN1CCC(N2CCN(c3ccccc3OC)CC2)CC1 was read as GPR55 beta-arrestin 1.3%, GPR55 LPI antagonism -9%, Lipid droplet 3, MgcRacGAP inhibition 9%, Large T inhibition 6%, T cell HTS inactive, GPR35 arrestin U2OS 2%, NTR1 agonist 0.2, LYP inhibition -7%, Lipid droplet cells 6.5 µM 799, T cell HTS vesicle-bound % 57 and NTR1 agonist cell count 20 µM 62.
Screening O=C(COc1ccccc1)Nc1ccccc1N1CCCCC1 returned GPR55 beta-arrestin -0.2%, GPR55 LPI antagonism 0%, Lipid droplet -5, MgcRacGAP inhibition 8%, Large T inhibition 7%, T cell HTS inactive, GPR35 arrestin U2OS -1%, NTR1 agonist 11, LYP inhibition 2%, Lipid droplet cells 6.5 µM 732, T cell HTS vesicle-bound % 50 and NTR1 agonist cell count 20 µM 46.
`O=C(CSc1nnc(Cn2nnc(-c3ccccc3)n2)n1-c1ccccc1)Nc1ccccc1` gave GPR55 beta-arrestin 0.7%, GPR55 LPI antagonism -5%, MgcRacGAP inhibition 7%, Large T inhibition 0%, T cell HTS inactive, GPR35 arrestin U2OS -3%, NTR1 agonist 5.0, LYP inhibition 12%, T cell HTS vesicle-bound % 31 and NTR1 agonist cell count 20 µM 74.
O=C(NCC(O)c1ccccc1)c1cccs1 (centres undefined) was read as GPR55 beta-arrestin 0.6%, GPR55 LPI antagonism -2%, Lipid droplet 2, MgcRacGAP inhibition -5%, Large T inhibition 22%, T cell HTS inactive, GPR35 arrestin U2OS 0%, NTR1 agonist 0.0, LYP inhibition -7%, Lipid droplet cells 6.5 µM 698, T cell HTS vesicle-bound % 42 and NTR1 agonist cell count 20 µM 56.
`CCOC(=O)C(Cc1ccc(Cl)cc1Cl)c1ccno1` (centres undefined) gave GPR55 beta-arrestin 0.2%, GPR55 LPI antagonism -2%, Lipid droplet 13, MgcRacGAP inhibition 3%, Large T inhibition -7%, T cell HTS inactive, GPR35 arrestin U2OS 15%, NTR1 agonist 5.1, LYP inhibition -1%, Lipid droplet cells 6.5 µM 712, T cell HTS vesicle-bound % 23 and NTR1 agonist cell count 20 µM 36.
For COc1ccccc1N1CCN(C(=O)CN2C(=O)c3ccccc3S2(=O)=O)CC1 the results were GPR55 beta-arrestin 0.0%, GPR55 LPI antagonism -3%, MgcRacGAP inhibition 12%, Large T inhibition 10%, T cell HTS inactive, GPR35 arrestin U2OS 12%, NTR1 agonist 2.5, LYP inhibition -6%, T cell HTS vesicle-bound % 38 and NTR1 agonist cell count 20 µM 57.
`CCOC(=O)c1[nH]c(C)c(C(=O)OCc2c(C)noc2C)c1C` gave GPR55 beta-arrestin -0.1%, GPR55 LPI antagonism 2%, Lipid droplet -21, MgcRacGAP inhibition 7%, Large T inhibition 8%, T cell HTS inactive, GPR35 arrestin U2OS 6%, NTR1 agonist 2.4, LYP inhibition -8%, Lipid droplet cells 6.5 µM 714, T cell HTS vesicle-bound % 49 and NTR1 agonist cell count 20 µM 53.

Structures listed so far that have a thiophene ring, fused or not:
For CC(C)Cn1c(-c2csc(C(C)C)c2)n[nH]c1=S the results were GPR55 beta-arrestin -0.1%, GPR55 LPI antagonism -4%, Lipid droplet -10, Large T inhibition 9%, T cell HTS inactive, GPR35 arrestin U2OS -13%, NTR1 agonist 2.9, LYP inhibition -5%, Lipid droplet cells 6.5 µM 747, T cell HTS vesicle-bound % 16 and NTR1 agonist cell count 20 µM 52.
O=C(NCC(O)c1ccccc1)c1cccs1 (centres undefined) was read as GPR55 beta-arrestin 0.6%, GPR55 LPI antagonism -2%, Lipid droplet 2, MgcRacGAP inhibition -5%, Large T inhibition 22%, T cell HTS inactive, GPR35 arrestin U2OS 0%, NTR1 agonist 0.0, LYP inhibition -7%, Lipid droplet cells 6.5 µM 698, T cell HTS vesicle-bound % 42 and NTR1 agonist cell count 20 µM 56.
